# Assay outcomes from PubChem BioAssay.
# 14-3-3 Bad PPI: disrupts binding of bovine 14-3-3 zeta to phospho-Bad peptide; 0.71% of 220,000 active; TR-FRET 14-3-3zeta/Dy647-pBad peptide displacement, 1 h; P63103; inhibition, % at 21.7 µM;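 active = inhibition above about 70%, limit read from the data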;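 note: 0% = full 14-3-3 plus peptide FRET controls and 100% = background without 14-3-3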
# Target sequence (P63103 whole entry, looked up): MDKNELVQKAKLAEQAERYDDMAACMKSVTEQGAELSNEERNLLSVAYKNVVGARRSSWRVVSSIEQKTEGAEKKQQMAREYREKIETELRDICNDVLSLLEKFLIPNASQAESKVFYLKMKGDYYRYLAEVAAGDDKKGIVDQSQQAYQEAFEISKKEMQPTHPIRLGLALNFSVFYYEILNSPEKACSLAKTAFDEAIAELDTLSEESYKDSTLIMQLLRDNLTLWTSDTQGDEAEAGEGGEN
# Rad51 HR inh: blocks human Rad51 in homologous recombination; Q06609; hRad51 DNA strand exchange, fluorescence dequenching; inhibition, % at 10 µM; 0.085% of 200,000 active; AID 1385;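 active = inhibition above 40% at the single screening dose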;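 note: 0% = DMSO control wells and 100% = blanks with heterologous ssDNA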
#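 Test system: preformed human Rad51 ssDNA filaments; also added: Donor/quencher-labelled 47-bp dsDNA substrate; doses: 10 µM final, single point; times: 37 °C 15-min filament assembly, 30-min compound preincubation, 15-min exchange; detection: FRET fluorescence dequenching, excitation 485 nm, emission 520 nm; read-out basis: Fluorescence-based percent inhibition, control- and blank-normalised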
# EBV gp42 block: inhibitors of Epstein-Barr virus glycoprotein 42. Fluorescence polarization binding assay, mP read-out. 0.42% of 220,000 active. inhibition, % (tested at 21.74 µM); in the data active = inhibition above about 50%
# Target sequence (Q1HVG2 whole entry, looked up): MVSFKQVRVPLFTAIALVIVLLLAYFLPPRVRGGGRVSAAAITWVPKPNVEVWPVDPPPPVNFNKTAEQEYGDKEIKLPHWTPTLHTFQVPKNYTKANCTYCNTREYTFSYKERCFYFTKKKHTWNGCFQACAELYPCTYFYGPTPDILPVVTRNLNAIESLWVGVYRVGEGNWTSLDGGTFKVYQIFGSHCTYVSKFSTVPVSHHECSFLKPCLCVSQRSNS
# Furin inhibitor: blocks human furin protease activity | P09958 | purified furin, fluorogenic substrate cleavage | inhibition, % at 30 µM | 0.061% of 220,000 active | AID 463115; in the data active = inhibition above about 25%; note: inactives centre near -15
# Thrombin inh: blocks human thrombin protease activity | P00734 | 0.26% of 220,000 active | alpha-thrombin, Boc-VPR-AMC fluorogenic substrate cleavage | inhibition, % at 5 µM;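 active = inhibition at or above 40%; inactive = inhibition below 40%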;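 note: 0% = enzyme with no compound and 100% = wells without enzyme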
#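 Material: human alpha-thrombin enzyme / Medium: pH 7.5 Tris (50 mM) with NaCl 150 mM, Tween 20 0.05% / Compound: single-point dosing at 5 µM, 0.2% DMSO / Incubation: enzyme reaction carried out at room temperature / Detection: AMC fluorescence, 355/460 nm / Read-out basis: percent inhibition scaled between no-compound controls and no-enzyme blanks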
# NCF1 inh: inhibitors of human p47phox binding; P14598; p47phox/p22phox peptide binding, fluorescence polarization, 2 h; inhibition, % at 24.7 µM; 0.53% of 220,000 active; AID 1274;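 note: 0% = p47phox with labelled peptide and 100% = labelled peptide alone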
# Target sequence (P14598 whole entry, looked up): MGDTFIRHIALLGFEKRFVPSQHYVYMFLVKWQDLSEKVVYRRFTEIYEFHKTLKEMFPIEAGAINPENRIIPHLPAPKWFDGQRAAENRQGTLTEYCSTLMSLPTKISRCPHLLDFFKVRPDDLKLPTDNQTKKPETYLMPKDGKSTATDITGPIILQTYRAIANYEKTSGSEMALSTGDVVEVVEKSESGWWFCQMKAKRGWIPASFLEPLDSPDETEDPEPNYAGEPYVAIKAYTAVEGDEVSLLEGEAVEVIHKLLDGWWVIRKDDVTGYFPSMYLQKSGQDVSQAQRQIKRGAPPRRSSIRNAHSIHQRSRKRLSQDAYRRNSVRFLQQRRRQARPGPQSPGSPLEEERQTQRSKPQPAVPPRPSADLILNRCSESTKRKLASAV
# KLK5 inh: inhibitors of human kallikrein 5. inhibition, % at 5 µM. recombinant hK5, fluorogenic AMC substrate cleavage. Q9Y337. 0.59% of 210,000 active;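 active = inhibition of 40% or more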;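 note: 0% = enzyme controls without compound and 100% = no-enzyme blanks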
# eIF4E-4G inh: eIF4E/eIF4G interaction inhibition in translation initiation; P63073+Q04637; TR-FRET eIF4E-eIF4GI(517-606) binding, 2 h; inhibition, % at 21.7 µM; 0.37% of 220,000 active; AID 782;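 note: 0% = full FRET control wells and 100% = background wells lacking eIF4GI fragment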
# KCC2 mod: KCC2 (human) Cl- transport modulation; Q9H2X9; KCC2 cells, thallium flux FluoZin-2 fluorescence; B-score of Tl+ flux slope (higher = more flux/activation; lower = inhibition) at 10 µM; 2.2% of 190,000 active; AID 1456;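 active = thallium flux slope and its plate-corrected score both differing from the plate sample mean at a set confidence after two filtering rounds, in either direction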;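 note: slope of fluorescence scaled to starting intensity during 10 to 20 s after thallium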
# Numbers without * were called inactive; . = no result given; [ ] = dose if it differs, or a comment.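 Rule for the calls, unless noted: active = inhibition above about 30% (limit read from the data); inactive = the rest.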 No enrichment for hits; 4.7% or so of the library scored in one or more.
SMILES,14-3-3 Bad PPI,Rad51 HR inh,EBV gp42 block,Furin inhibitor,Thrombin inh,NCF1 inh,KLK5 inh,eIF4E-4G inh,KCC2 mod
CC(=O)Nc1ccccc1-c1nc2ccc(C(=O)N3CCN(c4cccc(C)c4)C(C)C3)cc2[nH]c1=O (stereo not drawn),-11.2,-16.4,5.5,6.7,18.1,4.7,59.3*,0.8,.
CC(=O)Nc1ccc(Nc2c([N+](=O)[O-])c(=O)n(-c3ccccc3)c3ccccc23)cc1,-3.1,1.8,6.5,-11.1,-6.7,-3.2,-0.8,2.0,.
CCOC(=O)CNC(=O)c1cc(OC)cc(OC)c1,-14.7,0.4,5.6,-20.3,-1.1,-0.7,2.9,-7.1,-1.49
Cc1ccc(-c2nc(CN(C)C3CCOCC3)c(C)o2)s1,-0.4,-6.9,-7.1,-14.1,-10.9,-1.1,-1.2,2.4,-0.459
COc1cc(C=C(C(C)=O)C(C)=O)ccc1O,1.7,0.0,-3.4,-18.8[20 µM],4.1,-8.4,5.0,1.2,.
CCOC(=O)CC(NC(=O)C(CC)c1ccccc1)c1ccccc1Cl (stereo not drawn),6.9,1.8,-16.6,-4.1,0.7,-0.7,-14.1,1.4[fluorescence artefact?],-0.0229
CCS(=O)(=O)N1CCC(C(=O)Nc2cc(Cl)ccc2O)CC1,-5.4,-4.9,-19.3,-23.4[20 µM],5.0,-15.3,-0.1,0.8,0.107
O=C(NCCc1ccccc1)c1cccnc1,9.1,-20.5,-15.9,-17.7[20 µM],-10.5,-4.6,-14.7,-5.8,.
Cn1c(=O)c(C#N)c(-c2ccccc2)n2cnnc12,1.1,7.5,-16.2,-31.5,1.7,-5.0,-9.8,-5.4,-0.0112
CN(C)c1ccc(/C=c2\sc3nc(-c4ccccc4)nn3c2=O)cc1,7.8[fluorescence artefact?],.,-14.4,-20.9,1.9,41.6*,3.6,-32.9,.
COC(=O)c1ccc(C)c(NC(=O)Cc2ccc([N+](=O)[O-])cc2)c1,1.5,-9.5,-13.5,-12.3,-5.5,-3.5,9.0,2.3,.
O=C(c1ccc(-c2ccccc2)cc1)N1CCC(C(=O)N2CCCC2)CC1,4.1,6.9,-19.8,-14.1[20 µM],-1.2,-7.9,-19.6,7.4,.
O=C(CSc1nc(O)cc(=O)n1-c1ccccc1)c1ccc(Br)cc1,-10.7,11.9,-4.9,-14.4,-8.4,-26.1,-5.8,3.8,-1.23
COc1ccc(C)cc1S(=O)(=O)N(C)CC(=O)Nc1ccc2c(c1)OCCO2,-4.2,-5.7,8.5,-17.5[20 µM],-11.4,1.7,-12.9,-9.0,0.967
COc1cc(N2C(=O)CSC23C(=O)Nc2ccccc23)cc(OC)c1OC (stereo not drawn),3.3,6.8,-1.7,-18.2[20 µM],-1.5,-11.4,3.3,4.4,-0.126
Cc1ccc(NC(=O)c2ncc(Cl)c(Cl)c2Cl)cc1C,-2.7,-8.1,-23.7,-0.1,-5.2,-3.2,-5.4,-2.3,1.08
CC/C(=N/NC(=O)c1ccc(Br)o1)c1ccc(Cl)cc1,-12.1[fluorescence artefact?],.,0.0,-24.9,-4.8,-1.0,-12.7,-0.9,1.72
CC(C)Nc1ccc(C(CC(N)=O)NC(=O)Cc2cccc3ccccc23)cc1[N+](=O)[O-] (stereo not drawn),-6.0,-10.9,-67.6,-30.3,-9.9,-0.2,-4.0,3.3,-0.262
CCOC(=O)c1ccc(N=c2ssnc2Cl)cc1,34.1,4.9,-22.1,-17.3,-0.6,16.9,4.7,38.8*,0.328
Cc1cccnc1-n1c(CCN2C(=O)c3ccccc3C2=O)nc2ccccc2c1=O,1.3[fluorescence artefact?],-0.1,-17.2,-18.9[20 µM],2.4,5.3,-5.7,-2.5,.
COc1ccccc1NC(=O)N1CCN(C(=O)Nc2ccccc2OC)CC1,0.4,4.1,-8.6,2.1,1.8,1.6,-0.1,-2.1,1.33
Cc1cccc(Nc2c(-c3ccc(N4CCOCC4)cc3)nc3ncccn23)c1,-7.5,.,-5.9,-9.2,-2.1,3.1,-4.4,-1.5,1.12
O=C(Nc1cc(N2CCCCC2)ncn1)c1ccc(F)cc1,2.3,-1.4,-3.9,-24.4,-1.8,-5.2,-1.2,0.0,-0.718
CCOc1ccc(NC(=O)CN2CCN(CC(=O)Nc3ccc(OC)cc3)CC2)cc1,3.9[fluorescence artefact?],-6.2,-8.4,-11.7[20 µM],1.3,-8.8,-4.4,2.4[fluorescence artefact?],0.0638
CCOC(=O)c1c(NC(=O)Cn2nnc(-c3ccccc3Cl)n2)sc(C)c1C,-5.8,.,-27.1,-23.0[20 µM],-19.4,-14.9,3.5,5.1,0.797
O=C(COC(=O)CCCNC(=O)c1ccc(Cl)cc1)Nc1cc(Cl)c(Cl)cc1Cl,-0.3[fluorescence artefact?],-26.4,-15.8,-15.2,-1.8,-18.2,6.7,0.9,0.0583
N#Cc1c(-c2ccncc2)c2c([nH]c1=S)CCCC2,-8.8,-0.6,-20.3,-15.0[20 µM],-2.1,4.1,-7.0,13.3,-1.05
CC1(C)CC(=O)C=C(NCCCNC2CCCCC2)C1,-0.6,-1.1,-15.4,7.0,1.2,-5.3,8.3,7.1,-0.0219
CCC1CCCCN1Cc1ccc(N)cc1 (stereo not drawn),-12.0,19.8,0.3,-33.4,2.1,-9.1,-5.6,-2.6,0.267
Cc1ccc(C(C)C)c(OCc2nc(-c3nonc3N)no2)c1,-15.8,6.7,10.8,-14.2,9.6,166.2*,53.9*,52.9*,.
CN(C)c1cc(N)c2ccccc2n1 (tested in a mixture with another compound),8.1,-8.3,-13.5,-10.7,4.2,-25.6,-16.5,-5.9,.
Cc1cc(C)c(S(=O)(=O)N2CCCOC2CNC(=O)C(=O)NCc2ccncc2)c(C)c1 (stereo not drawn),-2.2,1.8,-7.2,-21.0,-4.3,0.0,-111.8,-3.7,0.0133
Cc1ccc(S(=O)(=O)NCCCNS(C)(=O)=O)cc1,-9.0,2.2,-15.4,-11.1[20 µM],0.5,12.5,8.0,1.2,0.829
CC(C)(C)NC(=S)Nc1ccc(Nc2ccccc2)cc1,-6.2,0.7,7.8,-8.6[20 µM],-5.5,-5.8,1.7,5.5,.
CNC(=O)NC(=O)C(C)OC(=O)c1c(C)noc1C (stereo not drawn),11.6[fluorescence artefact?],5.0,-25.7,-11.1[20 µM],-10.0,-3.1,-22.2,-5.2[fluorescence artefact?],-0.0695
Cc1cc([N+](=O)[O-])nn1Cc1ccc(C(=O)N/N=C/c2ccc(N(C)C)cc2)cc1,-0.2,-0.3,-6.3,-10.0,-6.8,-5.5,-7.7,6.0,1.43
COc1ccc(CNC(=O)c2c(C)cc(=O)oc2C)cc1,-8.8,2.0,-5.8,-11.8,-7.4,-7.8,-7.0,-2.0,0.251
CCC(=O)Nc1cccc(NC(=S)NC(=O)Cc2ccccc2)c1,-11.6,-0.8,-20.2,-12.0[20 µM],1.3,-11.6,-1.4,-0.5,-2
Cc1ccc(S(=O)(=O)N2CCC(=O)N(CCOCc3cccc(C)c3)CC2)cc1,5.0[fluorescence artefact?],-0.8,18.2,-8.3,-4.2,-0.7,-4.6,1.2,0.507
CCOc1cc2c(cc1/C=C/C(=O)O)OC(C)C2 (stereo not drawn),10.3,12.7,-18.4,-29.7,-0.4,-9.3,-11.5,-9.5,-0.101

# 2 entries from above in a different format.
CN(C)c1cc(N)c2ccccc2n1 (tested in a mixture with another compound)
- 14-3-3 Bad PPI: 8.1
- Rad51 HR inh: -8.3
- EBV gp42 block: -13.5
- Furin inhibitor: -10.7
- Thrombin inh: 4.2
- NCF1 inh: -25.6
- KLK5 inh: -16.5
- eIF4E-4G inh: -5.9
- KCC2 mod: .
Cc1cc(C)c(S(=O)(=O)N2CCCOC2CNC(=O)C(=O)NCc2ccncc2)c(C)c1 (stereo not drawn)
- 14-3-3 Bad PPI: -2.2
- Rad51 HR inh: 1.8
- EBV gp42 block: -7.2
- Furin inhibitor: -21.0
- Thrombin inh: -4.3
- NCF1 inh: 0.0
- KLK5 inh: -111.8
- eIF4E-4G inh: -3.7
- KCC2 mod: 0.0133

# Whole records, quoted from the list.
# CN(C)c1cc(N)c2ccccc2n1 (tested in a mixture with another compound) across the screens: 14-3-3 Bad PPI = 8.1; Rad51 HR inh = -8.3; EBV gp42 block = -13.5; Furin inhibitor = -10.7; Thrombin inh = 4.2; NCF1 inh = -25.6; KLK5 inh = -16.5; eIF4E-4G inh = -5.9; KCC2 mod = .
# COc1ccc(CNC(=O)c2c(C)cc(=O)oc2C)cc1 across the screens: 14-3-3 Bad PPI = -8.8; Rad51 HR inh = 2.0; EBV gp42 block = -5.8; Furin inhibitor = -11.8; Thrombin inh = -7.4; NCF1 inh = -7.8; KLK5 inh = -7.0; eIF4E-4G inh = -2.0; KCC2 mod = 0.251

# (list continues)
SMILES,14-3-3 Bad PPI,Rad51 HR inh,EBV gp42 block,Furin inhibitor,Thrombin inh,NCF1 inh,KLK5 inh,eIF4E-4G inh,KCC2 mod
COc1ccc(-c2n[nH]c(=S)n2Cc2ccco2)cc1,-8.2[fluorescence artefact?],.,-1.4,-15.0[20 µM],1.6,-19.0,0.1,13.3,-0.695
CCC(C)[C@H](NC(=O)Nc1ccc(Oc2ccccc2)cc1)C(=O)O (stereo partly drawn),-4.0[fluorescence artefact?],8.0,-8.9,-4.6[20 µM],-3.9,-4.2,1.0,-7.8[fluorescence artefact?],-0.0192
CCN(CC)CCN1C(=O)c2oc3ccc(F)cc3c(=O)c2C1c1ccncc1 (stereo not drawn),-4.6,-3.0,-16.5,-29.6,-1.3,-4.5,1.7,-21.6,0.732
Clc1ccc(-c2noc(COc3ccccc3)n2)cc1,-3.9[fluorescence artefact?],5.0,-23.8,-14.1,3.7,-13.4,-7.8,2.5[fluorescence artefact?],2.09
CCCCNC(=O)CCn1c(=O)c2ccccc2n(Cc2ccc(F)cc2)c1=O,-12.2,9.3,4.1,-6.8,-6.8,-3.6,-14.7,15.1,0.818
Cc1ccc(NC(=O)CN2C(=S)NC(C)(C)CC2C)cc1Cl (stereo not drawn),-10.1,-5.1,-2.7,0.8,3.9,-3.3,19.7,-3.0,.
COc1cc(C)c(NC(=O)C(=S)N2CCCC2)cc1C,-4.6,8.6,-1.1,-27.7,-2.8,-0.6,-0.2,-3.0,0.0179
CCC(=O)c1ccc(OC)c(OC)c1O,-7.0,9.5,-27.9,-28.7,-3.6,-10.5,-4.0,-5.8,.
O=C(Nc1cc(S(=O)(=O)N2CCOCC2)ccc1N1CCCC1)c1cnccn1,1.6[fluorescence artefact?],2.8,19.7,-11.6,-14.1,-6.5,9.7,3.5,-0.0416
O=C(Nc1ccc2oc(-c3ccccc3)nc2c1)c1ccncc1,1.8,-4.9,-4.6,4.6,0.2,-11.2,1.9,-0.7,-4.5*
N#Cc1c(N)n(-c2ccc(N)cc2)c2nc3ccccc3nc12,6.0,16.1,0.9,-16.1,1.4,-21.4,1.6,2.0,0.536

# Limited to 14-3-3 Bad PPI and eIF4E-4G inh, for two of the compounds above:
molecule | 14-3-3 Bad PPI | eIF4E-4G inh
CCC(C)[C@H](NC(=O)Nc1ccc(Oc2ccccc2)cc1)C(=O)O (stereo partly drawn) | -4.0[fluorescence artefact?] | -7.8[fluorescence artefact?]
CCN(CC)CCN1C(=O)c2oc3ccc(F)cc3c(=O)c2C1c1ccncc1 (stereo not drawn) | -4.6 | -21.6
